Bioassay records as filed in PubChem.
S1P2 agonist – agonists of human S1P2 receptor | O95136 | S1P2-expressing cell line, agonist reporter read-out | activation, % at 4.5 µM | actives 0.46% (n = 97,000) | AID 729; in the data active means activation above about 16%;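 further: 0% = vehicle low control and 100% = maximal reference agonist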
Target sequence (O95136 whole entry, looked up): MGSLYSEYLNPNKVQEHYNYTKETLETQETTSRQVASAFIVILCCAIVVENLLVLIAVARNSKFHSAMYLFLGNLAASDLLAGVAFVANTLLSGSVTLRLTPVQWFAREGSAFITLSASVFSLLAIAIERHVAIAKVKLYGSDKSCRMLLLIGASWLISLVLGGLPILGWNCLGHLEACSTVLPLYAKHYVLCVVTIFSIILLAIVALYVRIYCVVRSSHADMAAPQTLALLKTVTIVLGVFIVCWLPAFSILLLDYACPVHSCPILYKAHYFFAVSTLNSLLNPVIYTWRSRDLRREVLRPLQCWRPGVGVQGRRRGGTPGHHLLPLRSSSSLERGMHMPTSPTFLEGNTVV
H69AR growth 86K – blocks growth of human H69AR lung tumor cells; H69AR lung tumor viability, ATP luminescence, 72 h; stronger effect = lower value; viability, % at 10 µM; actives 6% (n = 85,000); AID 598;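 active means viability at or below 40%; inactive means viability above 40%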;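 further: multidrug resistant small cell line overexpressing MRP-1 efflux transporter; 100% = mean luminescence of untreated control wells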
Fibroblast inh – blocks proliferation of human lung fibroblasts; LL 47 human lung fibroblast viability, ATP luminescence; stronger effect = lower value; viability, % at 10 µM; actives 1.1% (n = 85,000); AID 719;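 active means viability at or below 50% in the single dose screen; inactive means viability above 50%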;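 further: compound exposure lasted 72 h before the ATP readout; 100% = median luminescence of untreated cell-only wells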
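Times – overnight cell rest, 72 h compound treatment at 37 °C · Test system – human lung fibroblast line LL 47, low passage · Amount – 1,150 cells in each well · Controls – cell-only wells, no compound · Doses – 0.1% DMSO in all compound wells · Measured by – CellTiter-Glo luminescence · Buffer or medium – IMEM plus 15% FBS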
PostGolgi ctrl – yeast control strain growth, post-Golgi counter-screen; efflux-deficient yeast background strain, growth absorbance A615, 16 h; inhibition, % at 10 µM; actives 5% (n = 98,000); AID 738
S1P2 antag – antagonists of human S1P2 receptor; actives 0.21% (n = 97,000); cell-based S1P2 antagonist assay, inhibition at 5 uM; inhibition, % at 5 µM; AID 736; in the data active means inhibition above about 45%;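 further: CRE beta-lactamase reporter cells expressing human S1P2 stimulated with S1P; 0% = agonist at EC80 alone and 100% = agonist plus reference antagonist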
HUVEC inhibit – inhibitors of human endothelial cell proliferation; HUVEC proliferation, CellTiter-Glo luminescence, 72 h; stronger effect = lower value; viability, % at 10 µM (by protocol); actives 1.1% (n = 86,000);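 active means viability at or below 30%; inactive means viability above 30%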;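 further: 100% = median luminescence of DMSO-only cell control wells on each plate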
hDAT+cocaine – human DAT dopamine uptake with cocaine, either direction | Q01959 | LLC-PK1 hDAT cells, [14C]-dopamine uptake with cocaine IC80; actives deviate in either direction | B-score at 10 µM | actives 1.3% (n = 110,000);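 active means Z score or B-score, a plate-position-corrected score, falls beyond the plate's 99.7% confidence bounds, in either direction; inactive means both scores lie inside the 99.7% bounds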;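 further: scored against the spread of the other compound wells on the same plate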
Target sequence (Q01959 whole entry, looked up): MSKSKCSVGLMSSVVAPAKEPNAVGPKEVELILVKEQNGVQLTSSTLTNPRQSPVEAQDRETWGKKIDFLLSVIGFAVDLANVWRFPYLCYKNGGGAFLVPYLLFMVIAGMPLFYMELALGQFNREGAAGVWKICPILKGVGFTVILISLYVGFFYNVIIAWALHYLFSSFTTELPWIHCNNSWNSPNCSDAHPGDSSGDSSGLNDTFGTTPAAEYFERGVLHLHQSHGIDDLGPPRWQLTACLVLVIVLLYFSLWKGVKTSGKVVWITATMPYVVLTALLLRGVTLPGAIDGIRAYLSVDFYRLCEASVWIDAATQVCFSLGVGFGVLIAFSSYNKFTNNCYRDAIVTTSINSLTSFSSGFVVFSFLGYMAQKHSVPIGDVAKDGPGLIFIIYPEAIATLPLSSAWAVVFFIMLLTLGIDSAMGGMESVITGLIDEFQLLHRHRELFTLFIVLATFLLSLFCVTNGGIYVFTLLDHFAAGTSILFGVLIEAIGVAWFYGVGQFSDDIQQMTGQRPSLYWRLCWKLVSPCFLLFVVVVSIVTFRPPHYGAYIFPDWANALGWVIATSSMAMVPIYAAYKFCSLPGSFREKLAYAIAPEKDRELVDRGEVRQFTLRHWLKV
PostGolgi yeast – growth inhibition of a yeast mutant, post-Golgi transport screen; inhibition, % at 10 µM; actives 0.9% (n = 98,000); post-Golgi transport phenotypic cell assay;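 further: yeast cells grown in 1536-well plates; yeast grown about 18 h at 30C before absorbance read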
Ecoli WT expand – blocks growth of wild type E. coli BW25113; growth inhibition, % at 100 µM; actives 0.15% (n = 98,000); OD600 absorbance;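 active means growth inhibition above about 50% at one test dose, limit read from the data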;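 further: growth measured after 20 h incubation at 37 °C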
Starred values were filed as active, the others as inactive; . = no result given. Unless noted, no stated cut-off is given here; in the data, active means inhibition above about 30%; inactive means the rest.

item | canonical_smiles | S1P2 agonist | H69AR growth 86K | Fibroblast inh | PostGolgi ctrl | S1P2 antag | HUVEC inhibit | hDAT+cocaine | PostGolgi yeast | Ecoli WT expand
1 | COC1(OC)N=C(N)C2(C#N)C(c3ccc(C)cc3)C12C#N (configuration not stated) | -2 | 93 | 99 | 6 | 7 | 96 | 0.091 | -1 | 0
2 | CCN1CCN(C(c2cc(OC)c(OC)c(OC)c2)c2nnnn2C(C)C)CC1 (configuration not stated) | -9 | 101 | 103 | -2 | 3 | 99 | 0.02 | -2 | 0
3 | Cc1cc(C)c2nc3s/c(=C/c4ccccc4)c(=O)n3c2c1 | -1 | . | . | -1 | -18 | . | -0.064 | 1 | 2
4 | O=c1[nH]cnc2c1C1(CCCC1)Cc1ccccc1-2 | 0 | 105 | 106 | 19 | -4 | 95 | 0.42 | -7 | 0
5 | N#Cc1ccc(C(=O)NCC(c2ccco2)N2CCCCC2)cc1 (configuration not stated) | -6 | 75 | 94 | -3 | 4 | 99 | 2* | 4 | -5
6 | O=C(NCc1ccccc1F)c1cccs1 | -1 | 104 | 100 | 20 | 2 | 104 | -0.56 | 0 | 11
7 | CCc1nnc(NC(=O)CCC(=O)NCC2CCCO2)s1 (configuration not stated) | -8 | . | 99 | -3 | 30 | 97 | -1.8 | -4 | 11
8 | O=C1c2[nH]nc(-c3ccccc3O)c2C(c2cccc(Cl)c2)N1CC1CCCO1 (configuration not stated) | -6 | 21* | 91 | 3 | 0 | 71 | . | -6 | 6
9 | COc1ccccc1N1CCN(Cc2cc(Br)c(O)c3ncccc23)CC1 | -6 | 20* | 3.2* | 20 | -1 | 32 | 0.35 | 5 | 23
10 | CCOC(=O)C1=C(C)NC(SC(C)=O)=NC1c1ccc(OC(C)=O)c(OC)c1 (configuration not stated) | -3 | 84 | 93 | 6 | 7 | 82 | 1.2 | 4 | 4
11 | CN(C)C(=O)Cn1c(SCC(=O)NC2CCCCC2)nc2ccccc21 | -3 | 102 | 100 | 8 | 21 | 102 | -0.51 | -2 | -2
12 | COc1cccc(NC(=O)CSc2ccccn2)c1 | -1 | 66 | 102 | 18 | 10 | 99 | 0.35 | -8 | 14
13 | COc1ccc(C(=O)n2c(-c3ccco3)nc3ccccc32)cc1 | -2 | 24* | 65 | 33* | 6 | 53 | -0.99 | 6 | -6
14 | O=C(O)CC(SCc1ccc(C(=O)O)o1)C(=O)O (configuration not stated) | -7 | 84 | 107 | -4 | -14 | 88 | -0.75 | -4 | -6
15 | Cc1nc(CNS(=O)(=O)c2cc(F)ccc2F)cs1 | 1 | 99 | 95 | . | -20 | 84 | 1.4 | . | .
16 | CCOC(=O)CC(=O)CSc1nnc2c(n1)[nH]c1ccccc12 | -6 | 84 | 101 | 45* | 7 | 102 | -0.018 | -5 | -3
17 | Cc1nc2[nH]c(=O)c3c(n2n1)NC1=C(C(=O)CC(C)(C)C1)C3c1ccccc1 (configuration not stated) | 1 | . | 98 | -1 | -12 | 84 | -0.67 | -1 | 3
18 | C=CCNC(=O)C(C(=O)OCC)C1CCCCC1 (configuration not stated) | -4 | 96 | 103 | . | -16 | 98 | -1.6 | . | .
19 | O=C(N/N=C/c1c(Cl)cccc1Cl)c1ccc(F)cc1 | -3 | . | . | -1 | 6 | . | -0.68 | 1 | 4
20 | COC(=O)NCC(c1cccnc1)N1CCN(c2ccccc2F)CC1 (configuration not stated) | . | 90 | 101 | 2 | . | 104 | 0.73 | 0 | 6

Values in list order from above:
H69AR growth 86K, compounds 8 to 18 → 21*, 20*, 84, 102, 66, 24*, 84, 99, 84, ., 96
hDAT+cocaine, compounds 8 to 18 → ., 0.35, 1.2, -0.51, 0.35, -0.99, -0.75, 1.4, -0.018, -0.67, -1.6

(next part)
item | canonical_smiles | S1P2 agonist | H69AR growth 86K | Fibroblast inh | PostGolgi ctrl | S1P2 antag | HUVEC inhibit | hDAT+cocaine | PostGolgi yeast | Ecoli WT expand
21 | COc1ccc(OC)c(S(=O)(=O)n2nc(C)cc2C)c1 | -1 | 89 | 97 | 21 | -8 | 97 | 0.4 | 14 | -2
22 | Cc1ccc(Nc2nc3c(c(=O)[nH]c(=O)n3C)n2Cc2ccc(F)cc2)cc1 | -4 | 94 | 103 | . | -32 | 92 | -0.44 | . | .
23 | C=CCN1C(=O)/C(=C2/C(=O)N(CC(=O)O)c3ccccc32)S/C1=N/c1nccs1 | -8 | . | . | 11 | 14 | . | . | -5 | 1
24 | O=C(CSc1nnc(CNC(=O)c2c(F)cccc2Cl)o1)NCc1ccc2c(c1)OCO2 | 0 | 100 | 92 | -6 | 6 | 108 | 0.31 | 9 | 8
25 | Cc1ccc(CC(=O)Nc2nncs2)cc1 | -11 | 89 | 90 | 8 | -8 | 89 | 0.85 | 9 | 5
26 | O=C(CSCc1cnn(-c2ccccc2)c1-n1cccc1)NCC1CCCO1 (configuration not stated) | -4 | 88 | 95 | 4 | -6 | 94 | 1.7 | 3 | 7
27 | CC(=O)C(C(C)=O)C(NC(=O)c1cccnc1)(C(F)(F)F)C(F)(F)F | -6 | 83 | 107 | -3 | -4 | 95 | -1.4 | 2 | 3
28 | Cc1ccc(C(=O)COC(=O)c2cc(Cl)nc3ccccc23)cc1 | -2 | . | . | 13 | -24 | . | -0.095 | -4 | -3
29 | Cc1cc(C(F)F)nn1CC(=O)NCc1ccccc1F | 0 | 83 | 95 | . | -25 | 96 | -0.71 | . | .
30 | O=C(Cn1cnc2ccccc21)Nc1cc(C(F)(F)F)ccc1N1CCOCC1 | . | 97 | 97 | -6 | . | 108 | 0.55 | -7 | -4
31 | CC(c1nnc(SCC(=O)N2CC(=O)Nc3ccccc32)n1Cc1ccccc1)N(C)C (configuration not stated) | -2 | 70 | 102 | 13 | 2 | 104 | -0.45 | -2 | 7
32 | O=C(Nc1ccc2c(c1)OCO2)C1Cc2ccccc2CN1S(=O)(=O)c1cccs1 (configuration not stated) | -7 | 92 | 107 | 15 | 11 | 99 | -0.82 | -3 | -4
33 | O=C(CCCCn1c(=O)c2ccccc2n(CC(=O)Nc2ccc(F)cc2)c1=O)NCc1ccco1 | . | 89 | 94 | 12 | . | 85 | -0.41 | -8 | -1
34 | Cc1nn(C)c(C)c1S(=O)(=O)N(CC(=O)NCCN1CCOCC1)c1ccc(C(C)C)cc1 | . | 89 | 95 | -2 | . | 99 | -0.62 | 1 | -5
35 | O=C(Cc1ccccc1)Nc1ccc(NC(=O)C2CC2)nc1 | -7 | 72 | 101 | 39* | 16 | 93 | -1.5 | -12 | 13
36 | O=c1cc(C(F)(F)C(F)F)oc2ccccc12 | -1 | 97 | 104 | 16 | -6 | 104 | -0.27 | 4 | 4
37 | CNC(=O)CN(C1CCCCC1)S(=O)(=O)c1ccc(OC)c(Cl)c1 | -6 | 94 | 106 | 4 | -6 | 91 | -0.022 | -2 | -4
38 | Cc1cccc(C(=O)Nc2ccccc2-c2nnn(CC(=O)Nc3ccc4c(c3)OCCO4)n2)c1 | -6 | . | . | 7 | 16 | . | -0.75 | -5 | -16
39 | C=CCn1c(=O)c2ccccc2n2c(SCc3nc(N)nc(Nc4ccccc4C)n3)nnc12 | 2 | 68 | . | -2 | -31 | 87 | 2 | 1 | -15
40 | Cc1cc(C)c2c3c(sc2n1)C(=O)N(Cc1ccccc1)CC(=O)N3 | -7 | 83 | 107 | 5 | -18 | 97 | 0.29 | 17 | 2

Following part:
item | canonical_smiles | S1P2 agonist | H69AR growth 86K | Fibroblast inh | PostGolgi ctrl | S1P2 antag | HUVEC inhibit | hDAT+cocaine | PostGolgi yeast | Ecoli WT expand
41 | CSCCC1C(C#N)=C(N)Oc2n[nH]c(-c3cccs3)c21 (configuration not stated) | -4 | 107 | 96 | 6 | -9 | 110 | 0.87 | 4 | 4
42 | c1ccc2c(c1)Cc1cc(CN3CCOCC3)ccc1-2 | -2 | 90 | 92 | 1 | 9 | 88 | 0.64 | -11 | 3
43 | COc1cccc(C2NC(=O)c3sc(=S)n(-c4ccccc4)c3N2)c1 (configuration not stated) | -5 | 88 | 104 | 9 | 3 | 86 | 0.011 | -3 | -8
44 | Cc1ccc(-n2nnnc2SCC(=O)N2CCc3ccccc3C2)c(C)c1 | . | 79 | 96 | 25 | . | 87 | 0.086 | -2 | -14
45 | O=C(CN1CCCC1=O)NC1(C(F)(F)F)NC(=O)N(Cc2ccccc2)C1=O (configuration not stated) | -5 | 97 | 97 | -2 | 17 | 97 | -1 | 14 | -1
46 | CC(C)CCN=Cc1c(O)n(-c2ccccc2)c(=O)c2ccccc12 | -3 | 82 | 101 | 39* | -20 | 76 | -1.5 | 6 | -4
47 | Nc1nc(SCC(=O)C23CC4CC(CC(C4)C2)C3)n[nH]1 | -1 | 93 | 98 | 12 | 17 | 98 | -0.088 | 1 | -1
48 | CCn1c2ccccc2c2cc(NC(=O)c3ccco3)ccc21 | . | 74 | 93 | 19 | . | 76 | -0.52 | 6 | -6
49 | Cc1cc(NC(=O)CSc2nnc(-c3cccs3)n2N)no1 | -3 | 89 | 101 | 0 | -19 | 102 | -1.2 | -4 | 15
50 | COc1ccc(C(=O)c2c[nH]c(C(=O)NCC3CCCO3)c2)cc1 (configuration not stated) | -10 | . | . | -13 | 22 | . | 0.58 | -2 | 8
51 | CCOC(CNC(=O)c1ccc2nc(N3CCC(C)CC3)sc2c1)OCC | -1 | 100 | 113 | 11 | -6 | 107 | 1.1 | -2 | 5
52 | CSc1ccccc1C(=O)Nc1cccc(C(C)O)c1 (configuration not stated) | -7 | 93 | 96 | -2 | -13 | 95 | -0.59 | 4 | 6
53 | COc1ccc(-c2nnn(CC(=O)c3ccccc3)n2)cc1OC | -3 | 81 | 101 | 8 | 2 | 99 | 1.6 | 2 | 0
54 | COc1ccc(CNC(=O)CN(Cc2ccccc2)S(=O)(=O)c2ccc(Cl)cc2)cc1 | -7 | 76 | 102 | 28 | 5 | 99 | 0.021 | 2 | -14
55 | COc1ccc(OC)c(NC(=O)CCN2CCC(C)CC2)c1 | -10 | 86 | 99 | 4 | -2 | 103 | 0.71 | -3 | 0

5 compounds out of the list above, sorted by the number in S1P2 agonist, smallest number first.
| nr | structure | S1P2 agonist |
| --- | --- | --- |
| 55 | COc1ccc(OC)c(NC(=O)CCN2CCC(C)CC2)c1 | -10 |
| 45 | O=C(CN1CCCC1=O)NC1(C(F)(F)F)NC(=O)N(Cc2ccccc2)C1=O (configuration not stated) | -5 |
| 41 | CSCCC1C(C#N)=C(N)Oc2n[nH]c(-c3cccs3)c21 (configuration not stated) | -4 |
| 46 | CC(C)CCN=Cc1c(O)n(-c2ccccc2)c(=O)c2ccccc12 | -3 |
| 47 | Nc1nc(SCC(=O)C23CC4CC(CC(C4)C2)C3)n[nH]1 | -1 |

Complete entries, quoted from the list. Values in the order: S1P2 agonist | H69AR growth 86K | Fibroblast inh | PostGolgi ctrl | S1P2 antag | HUVEC inhibit | hDAT+cocaine | PostGolgi yeast | Ecoli WT expand
`CSCCC1C(C#N)=C(N)Oc2n[nH]c(-c3cccs3)c21` (configuration not stated) across the screens: -4 | 107 | 96 | 6 | -9 | 110 | 0.87 | 4 | 4
`CCn1c2ccccc2c2cc(NC(=O)c3ccco3)ccc21` across the screens: . | 74 | 93 | 19 | . | 76 | -0.52 | 6 | -6
